TRAIL sens C8: caspase-8 TRAIL sensitization. NB7+C8 cells + TRAIL, ATPlite viability luminescence. 360,000 compounds, 1% hits. inhibition (viability loss, TRAIL sensitization), % at 10 µM;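 active = compounds causing at least 50% loss of cell viability in the single-dose screen, relative to plate controls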
Shn3 inh set2: inhibitors of Schnurri-3 3'UTR reporter in osteoblasts | Clone20 osteoblast Shn3 3'UTR firefly luciferase, 24 h | inhibition, % at 12.5 µM | 360,000 compounds, 0.52% hits | AID 588674;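 active = mean inhibition of at least 75% with every replicate also reaching 75%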;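 also: 0% = median of neutral control wells and 100% = pilot-screen positive control compound; some compounds past the cut are filed as inactive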
HIF-2a block: HIF-2a inhibition | 786-0 RCC cells HIF-2a reporter, luciferase luminescence, overnight | inhibition, % at 18.8 µM | 360,000 compounds, 0.72% hits | AID 624352;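 active = inhibition of the luminescence signal of 40% or more relative to plate controls, in a single-dose primary screen at 18.75 µM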
Peg3 prom inh: inhibitors of Peg3 promoter; inhibition, % at 20 µM; AID 588405; HeLa PEG-Prom luciferase reporter, luminescence, overnight; 360,000 compounds, 1.7% hits;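 active = inhibition of at least 50% at 20 µM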
TWEAK Fn14 block: blocks TWEAK-Fn14 interaction in a reporter cell assay | TWEAK-stimulated Fn14 reporter cells, luciferase luminescence, 8 h | inhibition, % at 10 µM | 360,000 compounds, 2% hits | AID 1159606; in the data active = inhibition above about 50%
KKLEB tox: CF airway cell cytotoxicity counter-screen; KKLEB CF airway cells viability, ATPlite luminescence, overnight; hits give low values; cells stimulated with P. aeruginosa culture filtrate; activity change (cytotoxicity), % at 5 µM; 360,000 compounds, 0.36% hits;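 active = corrected activity change at or below -50% at 5 µM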
TRPM1 prom inh: inhibitors of MITF-driven TRPM1 promoter in melanoma cells. SK-MEL-5 TRPM1 promoter luciferase, 24 h. inhibition, % at 12.5 µM. 330,000 compounds, 0.83% hits. AID 488899;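 active = mean inhibition across replicates of 60% or more, whatever share of single replicates reaches that level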; also: values of inactives mirror those of a sister screen read the other way
NR2E3 ag-1: human photoreceptor-specific nuclear receptor agonism; Q9Y5X4; CHO-S Gal4-NCOR/VP16-NR2E3 two-hybrid, luciferase; inhibition of corepressor binding, % at 3.98 µM; 360,000 compounds, 0.35% hits; AID 602229;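 active = inhibition above the mean of all tested compounds plus 3 SD, cut at about 70% in these data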;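 also: 0% = DMSO with NR2E3 transfected cells and 100% = cells lacking NR2E3 construct; higher means lower luciferase signal from less NR2E3 corepressor binding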
Target sequence (Q9Y5X4 whole entry, looked up, the tested form may be a part): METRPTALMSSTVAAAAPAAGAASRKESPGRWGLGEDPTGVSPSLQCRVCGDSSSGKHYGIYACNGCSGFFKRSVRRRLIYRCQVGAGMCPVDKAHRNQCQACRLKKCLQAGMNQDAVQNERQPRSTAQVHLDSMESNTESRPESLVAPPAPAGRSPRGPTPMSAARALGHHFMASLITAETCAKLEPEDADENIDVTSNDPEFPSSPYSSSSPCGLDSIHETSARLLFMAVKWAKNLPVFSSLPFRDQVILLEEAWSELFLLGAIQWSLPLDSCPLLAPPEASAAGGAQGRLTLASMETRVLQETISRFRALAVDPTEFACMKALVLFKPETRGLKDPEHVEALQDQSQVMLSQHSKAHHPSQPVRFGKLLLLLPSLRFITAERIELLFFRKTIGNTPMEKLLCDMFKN
TROY NFkB inh: blocks TROY-dependent signaling in reporter cells; Q293 LMP1-TROYcd NF-kB luciferase reporter, 4 h; 360,000 compounds, 0.98% hits; inhibition, % at 10 µM;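 active = compounds whose plate-normalised and pattern-corrected inhibition of the luciferase reporter signal at the single screening dose is 50% or more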
CF NFkB inh: blocks PAF-induced NF-kB reporter in cystic fibrosis cells; KKLEB NF-kB-GFP reporter, GFP fluorescence overnight; inhibition, % at 5 µM; 360,000 compounds, 0.86% hits; AID 588850;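 active = at least 50% inhibition at 5 µM, scaled per plate between neutral and stimulator controls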;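 also: PAF is a Pseudomonas aeruginosa culture filtrate used as stimulus; plate controls were PAF-stimulated DMSO wells for no effect and unstimulated DMSO wells for full effect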
NR2E3 ag-2: agonists of human nuclear receptor NR2E3; Q9Y5X4; GST-NR2E3/biotin-RetCOR TR-FRET, 1536-well; inhibition of corepressor binding, % at 4.78 µM; 320,000 compounds, 0.12% hits; AID 2300;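 active = percent inhibition above the cutoff of mean plus 3 SD of all tested compounds, set per screening campaign, cut at about 20% in these data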;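 also: 0% = DMSO wells and 100% = biotin wells as full block of FRET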
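Material: NR2E3–RetCOR corepressor complex / Incubation: Compound–protein incubation for 5 h at 4 °C / Dosing: compound at 4.8 µM, single dose / Detection: time-resolved FRET / Benchmarks: high control biotin, low control 0.6% DMSO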
* marks the source's active call; other numbers are inactive results; nt = not tested or not shown; & = joins results of further samples. These rows are one share of the data; rates above refer to the full screens.

A first look, twelve compounds:
molecule	TRAIL sens C8	Shn3 inh set2	HIF-2a block	Peg3 prom inh	TWEAK Fn14 block	KKLEB tox	TRPM1 prom inh	NR2E3 ag-1	TROY NFkB inh	CF NFkB inh	NR2E3 ag-2
CN(C)CCN(C(=O)CCS(=O)(=O)c1ccccc1)c1nc2cc3c(cc2s1)OCO3	4	11	-21	-33	13	-5	-6	-45	-21	16	-2
COc1cccc(/C=C2\SC(=O)N(CC(=O)NC3CCS(=O)(=O)C3)C2=O)c1 (configuration not stated)	10	-15	-2	-14	13	5	-6	-10	-7	7	-3
CN1CC(=O)N(CC(=O)NC2CCCCC2)C1=O	-7	-2	6	-1	15	-5	-4	3	-4	23	nt
CC(C)CN(C(=O)CCC(=O)OCC(=O)N(C)c1ccccc1)c1c(N)n(CC(C)C)c(=O)[nH]c1=O	-9	-10	5	-9	22	0	11	5	-7	14	-2
Cc1ccc(C(=O)N/C(=C/c2ccco2)C(=O)Nc2cccc(C)c2)cc1	5	3	-70	-15	22	0	4	2	-27	-8	0
COc1ccc(N2CCSC2C(=O)NN)cc1 (configuration not stated)	-8	8	-7	4	-9	-5	14	-9	11	9	-3
Cc1ccc2c(c1)c(C)c(C)n2CC(O)CN1CCOCC1 (configuration not stated)	0	-8	13	6	-11	-3	-15	-2	15	3	-1
CCCc1ccc(OCc2ccc(C(=O)N3CCN(c4ccccn4)CC3)o2)c(OC)c1	13	57	-52	-8	27	-6	-14	-28	-2	-16	3
Cc1cc(SCC(=O)O)nc2ccccc12	-14&-3	9&1	16&15	4&5	1&-2	-4&-15	-2&-6	-11&-22	-7&8	-5&-8	2&2
CN(C(=O)CN1C(=O)NC2(CCCc3ccccc32)C1=O)C1CCCCC1 (configuration not stated)	8	-8	12	10	1	11	4	2	3	-17	nt
Cc1ccc(N2C(=O)CC(Sc3ncn[nH]3)C2=O)cc1 (configuration not stated)	-8	-7	12	13	2	1	4	-19	-6	6	3
O=S(=O)(NC1CCCCC1)c1ccc(Cl)nc1	-16	-3	15	3	6	-2	-9	5	18	1	-2

This part in full, repeating the preview:
molecule	TRAIL sens C8	Shn3 inh set2	HIF-2a block	Peg3 prom inh	TWEAK Fn14 block	KKLEB tox	TRPM1 prom inh	NR2E3 ag-1	TROY NFkB inh	CF NFkB inh	NR2E3 ag-2
CN(C)CCN(C(=O)CCS(=O)(=O)c1ccccc1)c1nc2cc3c(cc2s1)OCO3	4	11	-21	-33	13	-5	-6	-45	-21	16	-2
COc1cccc(/C=C2\SC(=O)N(CC(=O)NC3CCS(=O)(=O)C3)C2=O)c1 (configuration not stated)	10	-15	-2	-14	13	5	-6	-10	-7	7	-3
CN1CC(=O)N(CC(=O)NC2CCCCC2)C1=O	-7	-2	6	-1	15	-5	-4	3	-4	23	nt
CC(C)CN(C(=O)CCC(=O)OCC(=O)N(C)c1ccccc1)c1c(N)n(CC(C)C)c(=O)[nH]c1=O	-9	-10	5	-9	22	0	11	5	-7	14	-2
Cc1ccc(C(=O)N/C(=C/c2ccco2)C(=O)Nc2cccc(C)c2)cc1	5	3	-70	-15	22	0	4	2	-27	-8	0
COc1ccc(N2CCSC2C(=O)NN)cc1 (configuration not stated)	-8	8	-7	4	-9	-5	14	-9	11	9	-3
Cc1ccc2c(c1)c(C)c(C)n2CC(O)CN1CCOCC1 (configuration not stated)	0	-8	13	6	-11	-3	-15	-2	15	3	-1
CCCc1ccc(OCc2ccc(C(=O)N3CCN(c4ccccn4)CC3)o2)c(OC)c1	13	57	-52	-8	27	-6	-14	-28	-2	-16	3
Cc1cc(SCC(=O)O)nc2ccccc12	-14&-3	9&1	16&15	4&5	1&-2	-4&-15	-2&-6	-11&-22	-7&8	-5&-8	2&2
CN(C(=O)CN1C(=O)NC2(CCCc3ccccc32)C1=O)C1CCCCC1 (configuration not stated)	8	-8	12	10	1	11	4	2	3	-17	nt
Cc1ccc(N2C(=O)CC(Sc3ncn[nH]3)C2=O)cc1 (configuration not stated)	-8	-7	12	13	2	1	4	-19	-6	6	3
O=S(=O)(NC1CCCCC1)c1ccc(Cl)nc1	-16	-3	15	3	6	-2	-9	5	18	1	-2

Next section (2 carried over from the part before).
molecule	TRAIL sens C8	Shn3 inh set2	HIF-2a block	Peg3 prom inh	TWEAK Fn14 block	KKLEB tox	TRPM1 prom inh	NR2E3 ag-1	TROY NFkB inh	CF NFkB inh	NR2E3 ag-2
Cc1ccc(N2C(=O)CC(Sc3ncn[nH]3)C2=O)cc1 (configuration not stated)	-8	-7	12	13	2	1	4	-19	-6	6	3
O=S(=O)(NC1CCCCC1)c1ccc(Cl)nc1	-16	-3	15	3	6	-2	-9	5	18	1	-2
O=C(Nc1cccc(C(=O)O)c1)/C(=C/c1cccc([N+](=O)[O-])c1)NC(=O)c1cccc(Br)c1	3	-4	7	7	11	-6	0	-3	6	18	2
CC(C)S(=O)(=O)c1csc(C(=O)Nc2ccc(F)cc2)c1N	32	-21	-242	-199	1	3	-70	-130	-25	-10	-1
Cc1ccc(NC(=O)CSc2n[nH]c(-c3ccncc3)n2)cc1C	9	-7	-28	10	3	-9	13	19	11	13	5
O=C(CC12CC3CC(CC(C3)C1)C2)NC(=S)NCc1ccccc1	-4	-20	17	26	-2	-8	-1	-19	-5	29	-1
CSc1ccccc1-c1nnc(-c2ccccc2)o1	39	nt	-241	-244	20	-2	-71	-175	-72	-38	4
O=C(NNC(=O)c1ccccc1-n1cccc1)c1cncc(Br)c1	-9	-2	-9	13	12	-20	9	-3	6	6	nt
CC1CCN(C(=O)CSc2nnc(CSc3ncccn3)n2C)CC1	1	6	9	9	-1	1	4	-6	-21	1	1
COc1ccccc1CN1C(=O)C(C)ON=C1c1ccccc1F (configuration not stated)	18	19	-3	-2	4	-2	nt	-57	-3	-17	nt
CCC(COC(=O)Nc1ccccc1)NC(=O)OC(C)C (configuration not stated)	5	7	-60	-50	-18	0	-24	-43	-13	5	-2
CCC1(c2ccc(F)cc2)NC(=O)N(CC(=O)N2c3ccccc3NC(=O)C2(C)C)C1=O (configuration not stated)	3	15	10	9	13	-9	-2	-14	-12	-12	1
C=CCN1C(=O)/C(=C2/Sc3ccc(OC)cc3N2C)SC1=NCc1ccccc1	-4	-5	3	5	-33	-5	-13	-3	-10	-8	4
O=C(Nc1ccc(N2CCOCC2)c(Cl)c1)c1ccc2c(c1)OCCO2	7	-34	-153	-105	2	-10	-23	-37	-12	-8	2
O=C(c1ccc(-n2cncn2)c([N+](=O)[O-])c1)N1CCN(S(=O)(=O)c2ccccc2Br)CC1	-20	25	5	15	-11	-4	5	-21	-15	32	0
Cc1cc(C)cc(NC(=O)C(=O)NCCc2c[nH]c3ccccc23)c1	6	3	-21	-18	-8	15	nt	12	-13	-16	-2
CC1(C)CC2(CC(c3ccccc3)c3ccc(O)cc3O2)NC(=S)N1 (configuration not stated)	-17	-4	12	10	8	3	20	0	-4	20	-2
Cc1ccc(C)c(NC(=O)CN(C)C(=O)c2sccc2C)c1	-9	2	9	-6	8	-10	-7	-3	-5	6	4
O=C(Cn1c2ccccc2c(=O)c2ccccc21)N/N=C/c1ccc(N2CCCC2)c([N+](=O)[O-])c1	23	2	1	91*	65*	-1	89*	-6	35	-9	-1
Cc1ccc(/C=N/Nc2ccc(Cl)nn2)cc1	18	-143	-240	-143	-12	6	-93	-48	-46	-17	-3
Cc1ccc(C(=O)c2ccc(CC(=O)O)n2C)cc1	8	-12	-4	-63	-17	-6	4	-7	-11	-25	-2
COc1cccc2c(=O)c(C(=O)O)c[nH]c12	-13	-11	-7	-1	-5	5	8	-25	-5	17	0
O=C(O)CCCN1C(=O)/C(=C\c2ccco2)SC1=S	-2	-4	55*	24	10	0	20	3	6	4	nt
COc1ccc(Br)cc1-c1nc(CCl)cs1	4	-13	15	5	17	1	8	1	-2	-29	13
CC(=O)c1ccc(NC(=S)Nc2cccc3cnccc23)cc1	1	8	-21	-26	60*	6	-8	4	34	18	-1
OC[C@@H]1CN(Cc2ccccc2)C[C@H](n2cnc3c(NCc4ccco4)ncnc32)O1	16	-24	7	-5	-1	-8	nt	10	9	18	nt
Cc1c(NC(=O)c2cccs2)cccc1C(=O)O	-1	-21	-27	-53	-3	3	-18	2	-47	-1	-1
CC1(CCc2ccccc2)NC(=O)N(CC(=O)O)C1=O (configuration not stated)	-18	-1	32	0	-12	-11	-6	-15	28	2	-2
CCCCCC(=O)N1C[C@H](O)[C@@H](n2cc(-c3ccc(F)cc3)nn2)C[C@@H]1c1ccccc1	5	-5	-6	3	11	6	nt	14	-4	-17	nt
CC(C)(C)c1ccc(CC(=O)N2CCC2(C)C(=O)NS(=O)(=O)c2ccc(F)cc2F)cc1 (configuration not stated)	-3	-21	10	4	5	-9	nt	38	2	-7	nt
CCN(CC)C(=O)Oc1ccc(NC(C)=O)cc1	-17	-16	22	3	16	3	-1	-16	-4	-5	-4

Screening data: PubChem, several laboratories
